V-ATPase pH: alters yeast V-ATPase proton transport; S. cerevisiae, pHLuorin cytosolic pH fluorescence; response, % at 10 µM; 350,000 compounds, 0.37% hits; AID 504577; in the data active means response mostly above about 7.3%, no sharp cut-off; inactive means mostly below about 5.4%; further: actives read high; inactives centre near 0; some compounds called inactive have numbers as strong as hits; reference of the scale not given here
HTR5A ag ctr: HTR5A agonism, opioid heterodimer counter-screen. AID 504692. activation, % at 9.3 µM. HTR5A agonist assay, luminescence, cell-based. 340,000 compounds, 0.61% hits. P47898; in the data active means activation mostly above about 9.5%, no sharp cut-off; inactive means mostly below about 7.6%;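 further: 0% = cells with vehicle only and 100% = reference agonist; strong numbers were not always called active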
Wnt act: activators of Wnt/beta-catenin signaling. Wnt/beta-catenin reporter cell assay, activator, plate reader. activation, % at 9.35 µM. 300,000 compounds, 1.2% hits. AID 743398; in the data active means activation above about 30%, passing the limit was not always enough;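 further: 0% = neutral control wells and 100% = positive control wells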
NSD2 HMT inh: inhibitors of human histone methyltransferase NSD2; inhibition, % at 12.5 µM; 310,000 compounds, 0.54% hits; AID 743445; NSD2 peptide methylation, AlphaScreen, 120 min; O96028; in the data active means inhibition above about 50%
Target sequence (O96028 whole entry, looked up): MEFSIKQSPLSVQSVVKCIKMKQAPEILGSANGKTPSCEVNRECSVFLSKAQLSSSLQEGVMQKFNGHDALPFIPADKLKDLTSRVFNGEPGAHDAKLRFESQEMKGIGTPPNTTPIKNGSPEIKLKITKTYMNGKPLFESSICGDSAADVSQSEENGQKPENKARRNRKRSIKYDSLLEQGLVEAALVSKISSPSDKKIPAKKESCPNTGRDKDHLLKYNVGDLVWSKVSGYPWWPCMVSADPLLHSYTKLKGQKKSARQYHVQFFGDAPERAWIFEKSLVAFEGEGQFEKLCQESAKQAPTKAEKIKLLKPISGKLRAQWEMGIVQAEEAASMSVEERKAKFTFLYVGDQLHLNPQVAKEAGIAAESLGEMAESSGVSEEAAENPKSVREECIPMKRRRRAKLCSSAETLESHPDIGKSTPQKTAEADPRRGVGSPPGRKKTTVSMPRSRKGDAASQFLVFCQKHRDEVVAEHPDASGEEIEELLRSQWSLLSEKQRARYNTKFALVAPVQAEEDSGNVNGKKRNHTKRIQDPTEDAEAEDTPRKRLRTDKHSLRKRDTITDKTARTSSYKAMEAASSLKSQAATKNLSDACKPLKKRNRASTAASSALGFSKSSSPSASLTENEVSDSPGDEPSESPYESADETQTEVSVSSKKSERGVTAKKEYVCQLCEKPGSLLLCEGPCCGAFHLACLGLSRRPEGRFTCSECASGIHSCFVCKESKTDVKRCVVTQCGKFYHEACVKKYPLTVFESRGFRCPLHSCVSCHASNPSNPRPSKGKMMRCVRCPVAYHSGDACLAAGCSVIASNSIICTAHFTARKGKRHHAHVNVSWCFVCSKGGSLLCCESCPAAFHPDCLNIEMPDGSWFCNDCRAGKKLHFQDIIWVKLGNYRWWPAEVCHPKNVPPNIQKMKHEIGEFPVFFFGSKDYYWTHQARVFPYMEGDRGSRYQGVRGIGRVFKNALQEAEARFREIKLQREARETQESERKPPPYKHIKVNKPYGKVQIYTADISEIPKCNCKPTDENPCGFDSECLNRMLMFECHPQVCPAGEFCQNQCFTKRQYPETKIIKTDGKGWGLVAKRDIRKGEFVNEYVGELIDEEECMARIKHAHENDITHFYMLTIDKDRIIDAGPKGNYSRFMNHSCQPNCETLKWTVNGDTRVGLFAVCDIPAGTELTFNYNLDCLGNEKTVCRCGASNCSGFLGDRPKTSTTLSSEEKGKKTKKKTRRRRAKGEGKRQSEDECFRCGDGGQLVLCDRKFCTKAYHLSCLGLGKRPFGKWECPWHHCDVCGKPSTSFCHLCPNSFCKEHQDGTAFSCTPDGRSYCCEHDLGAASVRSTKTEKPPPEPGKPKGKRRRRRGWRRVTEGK
CDK5 p35 inh: blocks human CDK5/p35 kinase activity; 330,000 compounds, 0.01% hits; inhibition, % at 10 µM; Recombinant CDK5/p35, ADP-Glo luminescence, 60 min;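 active means highest replicate inhibition of at least 50% and at least 75% of replicates reaching 50%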;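 further: plate controls were DMSO neutral control for no effect and GW8510 at 10 µM for full effect; many of its hits are not listed in these tables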
SR-BI DiI inh: inhibitors of mouse SR-BI mediated HDL lipid uptake; Q61009; ldlA[mSR-BI] CHO cells, DiI-HDL uptake fluorescence, 3 h; inhibition, % at 12.5 µM; 320,000 compounds, 0.96% hits; AID 488896;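 active means mean replicate inhibition of at least 70% and a set share of replicates each scoring 70 or more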;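 further: 0% = median of neutral control wells and 100% = median of positive control wells; values of inactives mirror those of a sister screen read the other way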
dFosB act: enhances mouse delta FosB homodimer DNA binding | P13346 | purified delta FosB, TAMRA-CDK5 oligo fluorescence polarization; percent of positive-control signal above neutral wells | activation, % at 25 µM | 340,000 compounds, 0.99% hits;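 active means mean activation above about 17%, with every replicate also reaching it, limit read from the data, passing the limit was not always enough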;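 further: fluorescence polarization rise as delta FosB binds a TAMRA Cdk5 AP-1 oligo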
HTR5A inv ctr: HTR5A inverse agonism, opioid heterodimer counter-screen; P47898; HTR5A cell line, luminescence; inhibition, % at 9.3 µM; 340,000 compounds, 0.083% hits; AID 504634; in the data active means inhibition mostly above about 23%, no sharp cut-off; inactive means mostly below about 18%;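 further: 0% = cells with DMSO and 100% = no-cell wells with DMSO; some compounds called inactive have numbers as strong as hits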
PvdQ acylase: P. aeruginosa PvdQ acylase inhibition | purified PvdQ acylase, fluorescence plate reader | inhibition, % at 10 µM | 340,000 compounds, 0.063% hits | AID 488965; in the data active means inhibition above about 30%, passing the limit was not always enough;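 further: 0% = vehicle neutral wells and 100% = reference inhibitor wells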
MITF act: MITF TRPM1 promoter activation in melanoma cells. SK-MEL-5 TRPM1-promoter luciferase, 24 h; % of positive control, neutral wells = 0. activation, % at 12.5 µM. 300,000 compounds, 0.75% hits;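 active means mean activation of at least 80% with every replicate also reaching 80%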;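 further: 0% = neutral control wells and 100% = parthenolide positive control wells; values of inactives mirror those of a sister screen read the other way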
Numbers without * were called inactive; x = no result given; & = joins results of further samples. This is a subset. The share of hits here may be higher or lower than overall.

SMILES	V-ATPase pH	HTR5A ag ctr	Wnt act	NSD2 HMT inh	CDK5 p35 inh	SR-BI DiI inh	dFosB act	HTR5A inv ctr	PvdQ acylase	MITF act
O=C(COc1ccc2ccccc2c1)N1CCN(Cc2c[nH]c3ccccc23)CC1	1	5	x	4	-0.3	13	-4	-14	-9	-17
Cc1cc(Cl)ccc1OCC(=O)O	3	5	-1&-3	x	1.0	-6	7	-18	-8	4
COc1ccc(C(C)=O)cc1CN1CC=C(c2ccccc2)CC1	7	0	x	27	-1.5	x	-1	0	-11	-8
Cc1cc2c(C(F)(F)F)cc(=O)oc2c2c1NCCC2	-2	0	x	-4	0.7	-4	3	-31	-7	9
N#CSCC(=O)N1c2ccccc2CCc2ccccc21	0	-1	x	-9	1.3	-27	-1	-9	10	-4
CC/C(=N\NC(=O)c1ccccc1O)c1c(O)n(Cc2ccccc2)c(=O)[nH]c1=O	2	7	2	-7	-1.7	x	-3	-13	-13	3
CC1OC(OC2C(O)CC(OC3C(O)CC(OC4CCC5(C)C(CCC6C5CCC5(C)C(C7=CC(=O)OC7)C(O)CC65O)C4)OC3C)OC2C)CC(O)C1O (stereo not given)	-1	19*	0	4	-1.2	-2	-22	-76	-15	-69
C=CC1CN2CCC1CC2C(O)c1ccnc2ccccc12 (stereo not given)	2	0	-2	x	2.9	1	2	-25	7	14
CN1CCN(C(=O)COc2ccc(S(=O)(=O)NC3CCCCC3)cc2Cl)CC1	-6	-1	-2	-1	-1.1	20	-5	2	-9	0
COC(=O)[C@]12OC[C@]34C([C@@H](O)[C@@H]1O)[C@]1(C)CC(=O)C(O)=C(C)[C@@H]1C[C@H]3OC(=O)[C@H](O)[C@@H]24 (stereo not given in full)	5	-7	-6	x	-0.2	-3	5	-8	9	-69
COC(=O)C1=C(c2ccccc2OCc2ccccc2)C[C@@H]2CC[C@H]1N2C(=O)NCCc1ccc(F)cc1	-2	0	-10	x	2.2	33	1	-31	-25	2
C=C(C)CSc1nnc([C@@H](N)Cc2ccccc2)o1	-4	1	-1	-7	-1.2	-32	0	-3	-3	25
COc1ccc(-n2c(-c3ccccc3)nc3ccccc3c2=O)cc1	2	-6	7	-4	-0.3	x	1	-18	-11	-3
O=[N+]([O-])c1c(Cl)c(Cl)c(Cl)c(Cl)c1Cl	1	-3	1	-2	2.0	-10	2	10	-12	-6
COC(=O)C(O)(c1ccc(N(C)S(=O)(=O)c2ccccc2)cc1)C(F)(F)F (stereo not given)	-1	1	-5	-7	0.5	-14	-10	1	-3	6
COP(=O)(NC(=O)C(Cl)(Cl)Cl)OC	-1	-1	-2	-3	-0.8	4	-5	-17	-11	x
C[C@]12CC[C@H](O)CC1=CC(=O)C1C2CC[C@]2(C)C(=O)CCC12 (stereo not given in full)	-2	-2	-2	-2	0.5	0	9	7	-10	4
NC(=O)CN1C2CCC1CC(NC(=O)C1CC1)C2 (stereo not given)	6	-8	0	-14	1.0	0	2	20	-13	x
CN1CCN(c2c(C#N)c(C(F)(F)F)nn2C)CC1	-2	-3	0	1	-3.6	-7	-9	8	3	-5
COC(=O)C1=C(c2cccc(C#N)c2)C[C@@H]2CC[C@H]1N2C(=O)NCc1cc(C)oc1C(F)(F)F	2	8	-5	x	0.1	13	-4	-23	1	x
COC(=O)C1=C(c2cccc(OC)c2OC)C[C@@H]2CC[C@H]1N2C(=O)NCc1cccc2ccccc12	2	-5	1	x	1.7	8	0	-11	-6	-7
COC(=O)C1=C(c2ccc(S(C)(=O)=O)cc2)C[C@@H]2CC[C@H]1N2C(=O)NCc1cccc2ccccc12	1	8	-3	x	0.0	16	-7	-21	-11	4
NC1=NC(=O)N2CC12 (stereo not given)	-1	1	-1	-3	0.8	-8	-6	-3	-5	x
Cc1cc(C)c(NC2=NCCCS2)c(C)c1	-1	1	-1	0	0.7	-25	1	-6	10	11

Single entries from the results shown:
O=[N+]([O-])c1c(Cl)c(Cl)c(Cl)c(Cl)c1Cl @ HTR5A ag ctr = -3
COC(=O)C(O)(c1ccc(N(C)S(=O)(=O)c2ccccc2)cc1)C(F)(F)F (stereo not given) @ MITF act = 6

Following part.
SMILES	V-ATPase pH	HTR5A ag ctr	Wnt act	NSD2 HMT inh	CDK5 p35 inh	SR-BI DiI inh	dFosB act	HTR5A inv ctr	PvdQ acylase	MITF act
CCN1CCN(C(=O)COc2ccc3c(c2)C(=O)CC2(CCN(C(C)=O)CC2)O3)CC1	0	9	4	x	-1.2	-37	-3	-22	-4	x
COC(=O)c1ccc(-n2c(C)nc3ccccc3c2=O)cc1	1	7	x	-1	0.0	-13	-3	-20	-1	-3
Cc1cc([P+](=O)O)c(C)n1-c1ccc(Br)cc1	-1	6	-3	0	-0.7	-1	1	-22	-6	-19
O=C1NC(=O)N(c2ccc3c(c2)OCO3)C(=O)/C1=C/c1ccsc1	-1	4	1	8	2.0	-10	-11	-11	10	8
Cc1ccc(N2C(=O)NC(=O)/C(=C\c3cn(CC(=O)O)c4ccccc34)C2=O)cc1	1	7	-2	3	0.6	-2	2	-25	-16	x
CC(=O)[C@@]1(O)CCC2C3CC=C4C[C@@H](O)CC[C@]4(C)C3CC[C@@]21C (stereo not given in full)	9	1	-4	-2	0.9	-11	10	-5	-8	-8
Cc1c(C(=O)Nc2ccccc2)c2cc(O)ccc2n1Cc1ccccc1	-3	-3	1	0	0.4	55	-4	-16	-19	11
COC(=O)C1=C(c2ccc(OC(F)(F)F)cc2)C[C@@H]2CC[C@H]1N2C(=O)N1CCCCC1	3	-1	-2	x	0.1	-24	-15	-4	-6	-13
CC1CCCCC12C(=O)NC(=O)NC2=O (stereo not given)	2	0	-2	-1	0.6	-25	2	-1	5	1
COc1ccc(-c2nn(CCC#N)cc2C(=O)Nc2ccccc2Cl)cc1	-2	-1	2	-4	-0.8	24	-6	3	-6	x
CCC(=NCc1ccc2c(c1)OCO2)c1c(O)n(C)c(=O)n(C)c1=O	0	9	-3	5	-1.3	-9	-13	-7	-8	x
c1cc2c(cc1[C@H]1OC[C@H]3[C@@H]1CO[C@@H]3c1ccc3c(c1)OCO3)OCO2	-1	-2	2	x	-0.6	-16	3	7	15	14
CCCCn1c(O)c(C=NC2CC3CCC2(C)C3(C)C)c(=O)[nH]c1=O (stereo not given)	3	-1	-2	1	-0.3	-3	-8	-24	0	18
CCCCCn1c(=O)c(C(=O)Nc2cc(C)ccn2)c(O)c2ccccc21	-4	2	0	-1	-0.6	14	2	1	-15	-4
CCC(=NCCN1CCOCC1)c1c(O)n(C2CCCCC2)c(=O)[nH]c1=O	-2	3	0	0	-0.1	-16	-6	-21	-9	6
COc1ccc2c(C)c(CCC(=O)N3C[C@H]4C[C@@H](C3)c3cccc(=O)n3C4)c(=O)oc2c1	0	4	0	x	0.3	-20	-2	23	7	-3
COC(=O)C(O)(c1ccc(N(C)C)cc1)C(F)(F)F (stereo not given)	7	-3	13	-1	1.9	-3	3	9	6	-6
O=C1COc2ccc(C(=O)COC(=O)Cc3ccccc3)cc2N1	1	2	0	0	-1.4	-8	-4	-2	-14	16
CN(C)c1ccc(/C=C/[N+](=O)[O-])cc1	1	-6	2	2	1.0	-8	6	21	2	-4
COc1ccc(Nc2ncc(C(=O)N3CCC4(CC3)OCCO4)c3ccccc23)cc1	0	1	-2	x	0.2	-2	2	-4	-14	x
O=P(NC(c1ccccc1)c1ccccc1)(Oc1ccccc1)Oc1ccccc1	-1	2	x	-1	x	5	-10	-10	0	13
COC(=O)C1=C(c2ccc(-c3ccccc3)c(F)c2)C[C@@H]2CC[C@H]1N2C(=O)NCc1cccc2ccccc12	5	0	2	x	-0.4	28	-1	0	4	x
CC(NC1=NCCS1)c1ccccc1 (stereo not given)	3	-2	49*	-2	-1.3	x	9	-9	-14	3
O=C(COC(=O)c1cccc(O)c1)Nc1ccc(Cl)cc1C(=O)c1ccccc1	0	5	-10	2	-0.4	-8	-4	-44	-15	-8
Cc1ccc2c(c1)C(c1ccccc1)=NCC(=O)N2C	-3	4	3	0	2.0	10	6	-7	4	x
CC1CCN(C(=O)c2ccc(N3CC4CC(C3)c3cccc(=O)n3C4)c([N+](=O)[O-])c2)CC1 (stereo not given)	0	-2	-6	-2	x	-38	-5	-14	13	10
CSc1ccc(CN2CCN(C(=O)COc3ccc(C)cc3)CC2)cc1	0	1	-1	3	0.8	-2	-9	20	-7	-2
C=Cc1cc(OC)c2c(c1)c(=O)oc1c2cc(OC)c2c(O)ccc(C3OC(C)C(O)C(C)(O)C3O)c21 (stereo not given)	-3	1	-8	x	1.1	15	-33	-5	12	-77
CCCCn1c(N)c(C(=O)NCc2cccs2)c2nc3ccccc3nc21	-4	3	-5	43	-2.9	7	6	-2	-15	x
CN(C)C(=O)On1c(-c2ccccc2)nc2ccc(Cl)cc21	-3	-2	x	1	0.0	-13	-3	25	3	4
COc1ccccc1-n1c(-c2ccccc2F)nc2ccccc2c1=O	3	1	1	-1	2.1	-5	-6	-2	-12	-10
CCn1c(=N)n(Cc2ccccc2F)c2ccccc21	1	-2	5	-2	-0.4	-15	-2	5	0	1
CN1CCN(c2ccc([N+](=O)[O-])c(NCC3CCCO3)c2)CC1 (stereo not given)	4	-1	-1	13	0.3	7	3	2	-4	-7
Clc1ccc(Cn2ccnc2)cn1	-3	2	1	1	-0.6	-13	-1	-5	-4	9
CC12CC[C@H]3[C@@H](CCC4(O)C[C@H](O)CCC34/C=N/NC(=O)c3ccccc3F)C1(O)CCC2C1=CC(=O)OC1 (stereo not given in full)	-1	11	-17	0	-2.8	x	-10	9	-9	15
O=C1CC(c2cccnc2)=NN1c1ccc(Cl)cc1Cl	-1	0	-1	0	-2.6	0	-8	1	-11	-10

Just HTR5A inv ctr, SR-BI DiI inh and Wnt act (2 entries from above):
Molecule | HTR5A inv ctr | SR-BI DiI inh | Wnt act
Clc1ccc(Cn2ccnc2)cn1 | -5 | -13 | 1
CC12CC[C@H]3[C@@H](CCC4(O)C[C@H](O)CCC34/C=N/NC(=O)c3ccccc3F)C1(O)CCC2C1=CC(=O)OC1 (stereo not given in full) | 9 | x | -17

(more compounds)
SMILES	V-ATPase pH	HTR5A ag ctr	Wnt act	NSD2 HMT inh	CDK5 p35 inh	SR-BI DiI inh	dFosB act	HTR5A inv ctr	PvdQ acylase	MITF act
COc1ccc(NC(=O)N2CCC3(CC2)OCCO3)cc1	-1	3	14	-4	-1.2	-23	5	-4	-11	6
COCCCn1c(N)c(C(=O)NCCC(C)C)c2nc3ccccc3nc21	-4	1	x	109*	-2.0	-7	3	-13	-14	x
CN(C)CCN(CC1CCCN(Cc2ccccc2F)C1)C(=O)Cc1ccccc1F (stereo not given)	-1	0	-2	18	1.4	-23	-8	0	0	x
COC(=O)c1ccc(N=C(c2ccccc2)c2c(O)n(C)c(=O)n(C)c2=O)cc1	-1	0	1	-1	-1.8	13	-4	23	-6	-7
CCN(CC)C(=O)c1ccc(NC(=O)CCCSc2ccccc2)cc1	-3	1	-2	5	-1.2	13	-7	-3	-2	6
CNC(=S)N1CC2CC(C1)c1cccc(=O)n1C2 (stereo not given)	0	3	-8	8	0.3	-21	-1	4	7	1
Cc1c(C(c2ccc(F)cc2)c2c(O)c3ccccc3oc2=O)c(=O)n(-c2ccccc2)n1C (stereo not given)	-2	7	-1	1	x	-2	-2	-5	-8	-5
C[C@@H]1NCCc2cc(O)c(O)cc21	-1	-2	5	x	-0.5	-10	3	7	2	10
COC(=O)C1=C(c2ccc3ccccc3c2)C[C@@H]2CC[C@H]1N2C(=O)NCc1ccc(F)cc1	4	-2	0	x	-0.7	21	-7	5	-5	5
S=P(N1CCOCC1)(N1CC1)N1CC1	-3	0	-2	x	-1.4	-13	-2	0	5	5

From PubChem BioAssay
